MLL CXXC-DNA inh: qHTS Fluorescence Polarization Assay for Inhibitors of MLL CXXC domain - DNA interaction. AID 2662, 2010. MLL-CXXC / FITC-HOXA9 DNA fluorescence polarization. Potency, µM (highest dose often 115 µM), for the others: at the top dose activity change, negative = inhibition, most hits filed as inhibitors. actives 0.037% (n = 290,000); active = well fitted inhibition curve with a large enough effect in the polarisation, with a control signal flat, not every such curve was filed as active; inconclusive = small, poorly fitted or top-dose-only effect, or effect the other way, or a change in a side signal; inactive = no such curve, though single readings can be large or run the other way; the % refers to the polarisation
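Purified MLL-CXXC (added from a 7 uM solution) was preincubated 5 min at ambient with pinned compounds in 50 mM Tris-HCl pH 7.5, 50 mM NaCl, 1 mM DTT, 0.05% BSA. Fluorescein-labeled HOX-A9 DNA (50 nM solution) followed, 30 min, then polarization read.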
Gal4-VP16 FLuc: VP16 counterscreen qHTS for inhibitors of ROR gamma transcriptional activity; Drosophila S2 Gal4-VP16 UAS-luciferase, luminescence, 20 h; Potency, µM (highest dose often 53.6 µM), inactives show at the top dose activity, negative = inhibition, hits mostly inhibitors; actives 3.5% (n = 310,000); AID 2546, 2010;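 also: Gal4-VP16 expression switched on by copper sulfate through the metallothionein promoter; % is scaled to controls: 0 for no effect and ±100 for the full control effect; nearly all actives have a fitted effect of over 50% in size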
p53 reactivation: qHTS assay for re-activators of p53 using a Luc reporter | actives 0.063% (n = 320,000) | H1299 p53-A138V BP100-luciferase reporter, luminescence, 24 h | Potency, µM (titrated, usually from 92.2 µM), inactives show top-dose activity change, positive = activation, actives largely listed as activators; also: % of control where 0% means no effect; nearly all actives have a fitted effect of over 45% in size
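H1299 (p53-null), stable ts p53-A138V + BP100-Luc; 1000 cells/well, Opti-MEM/10% FBS; cpd 4 pt, 1:5; 24 h, 37 deg C, 5% CO2; detection reagent 10 min RT; luminescence.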
NPC1 promoter act: qHTS Assay for NPC1 Promoter Activators. Huh7 NPC1 promoter luciferase reporter, 24 h. Potency, µM (titrated, usually from 9.22 µM), without a hit: top-dose activation, most hits filed as activators. actives 2.4% (n = 320,000);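 also: % of control where 0% means no effect; nearly all actives have a fitted effect of over 60% in size; reporter is driven by a mutant NPC1 promoter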
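Luminescence read-out of NPC1 promoter-driven luciferase in stably transfected Huh7 cells; compounds delivered in DMSO and left 24 h at 37C, 5% CO2, qHTS titration format.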
ELG1 genotoxic: qHTS screen for small molecules that induce genotoxicity in human embryonic kidney (HEK293T) cells expressing luciferase-tagged ELG1 | HEK293T ELG1-luciferase reporter, luminescence, 16 h | Potency, µM (highest dose often 46 µM), for inactives: at the highest dose activity change, positive = activation, hits mostly activators | actives 1.3% (n = 330,000); also: % of control where 0% means no effect; nearly all actives have a fitted effect of over 60% in size
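After overnight (16 hr) compound treatment at 37 °C, ELG1-luciferase HEK293T cells were lysed with ONE-Glo; luminescence quantified 30 min later at room temperature.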
RORg inh: qHTS for inhibitors of ROR gamma transcriptional activity. Nuclear receptor ROR-gamma (Mus musculus), P51450. Drosophila S2 Gal4-RORgamma UAS-luciferase reporter, 20 h. Potency, µM (highest dose often 53.6 µM), without a hit: at the highest dose activity change, negative = inhibition, most hits filed as inhibitors. actives 5.4% (n = 310,000). AID 2551, 2010; also: % is scaled to controls: 0 for no effect and ±100 for the full control effect; nearly all actives have a fitted effect of over 60% in size
Target sequence (P51450 whole entry, looked up, the tested form may be a part): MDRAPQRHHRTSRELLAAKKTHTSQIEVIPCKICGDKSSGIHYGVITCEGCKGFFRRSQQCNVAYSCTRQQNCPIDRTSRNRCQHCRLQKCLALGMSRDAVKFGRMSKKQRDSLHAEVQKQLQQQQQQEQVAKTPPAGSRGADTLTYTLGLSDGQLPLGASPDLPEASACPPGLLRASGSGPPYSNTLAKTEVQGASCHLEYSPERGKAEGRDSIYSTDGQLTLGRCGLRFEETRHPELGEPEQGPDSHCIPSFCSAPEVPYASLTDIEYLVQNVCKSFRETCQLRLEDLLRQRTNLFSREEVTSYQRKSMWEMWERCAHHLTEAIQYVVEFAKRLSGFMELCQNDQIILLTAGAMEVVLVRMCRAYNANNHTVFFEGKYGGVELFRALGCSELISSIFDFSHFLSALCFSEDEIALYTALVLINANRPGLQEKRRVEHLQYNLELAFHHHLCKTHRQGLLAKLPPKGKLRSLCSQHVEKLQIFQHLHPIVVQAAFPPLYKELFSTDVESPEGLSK
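Stable Schneider cell line, Gal4 DNA-binding domain fused to ROR gamma, UAS-luciferase. Cmpd 1 hr RT → CuSO4 700 uM final → 20 hr RT → luciferase reagent 10 min → luminescence.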
Rab9 prom act: qHTS Assay for Rab9 Promoter Activators | Huh7 Rab9 promoter-luciferase reporter, luminescence, 24 h | Potency, µM (highest dose often 9.22 µM), for inactives: top-dose activation, negative = inhibition, hits mostly activators | actives 2.8% (n = 320,000); also: % of control where 0% means no effect; nearly all actives have a fitted effect of over 60% in size
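Quantitative HTS format; Huh7 Rab9-luciferase reporter cells (1500/well) receive compound 2 h post-plating, incubate 24 h at 37 °C, then get luciferase reagent for 10 min before luminescence reading.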
MBNL1-CUG inh: qHTS Assay for Inhibitors of MBNL1-poly(CUG) RNA binding; actives 0.036% (n = 280,000); Potency, µM (doses to about 57.5 µM), without a hit: at the top dose activity change, negative = inhibition, usual class: inhibitors; Muscleblind-like protein 1 (Homo sapiens), Q9NR56; TR-FRET MBNL1-His/biotin-(CUG)12 binding, 665/545 ratio; active = well fitted inhibition curve with a large enough effect in the signal ratio, with a control signal flat, not every such curve was filed as active; inconclusive = small, poorly fitted or top-dose-only effect, or effect the other way, or a change in a side signal; inactive = no such curve, though single readings can be large or run the other way; the % refers to the signal ratio; also: % is scaled to controls: 0 for no effect and ±100 for the full control effect
Target sequence (Q9NR56 whole entry, looked up): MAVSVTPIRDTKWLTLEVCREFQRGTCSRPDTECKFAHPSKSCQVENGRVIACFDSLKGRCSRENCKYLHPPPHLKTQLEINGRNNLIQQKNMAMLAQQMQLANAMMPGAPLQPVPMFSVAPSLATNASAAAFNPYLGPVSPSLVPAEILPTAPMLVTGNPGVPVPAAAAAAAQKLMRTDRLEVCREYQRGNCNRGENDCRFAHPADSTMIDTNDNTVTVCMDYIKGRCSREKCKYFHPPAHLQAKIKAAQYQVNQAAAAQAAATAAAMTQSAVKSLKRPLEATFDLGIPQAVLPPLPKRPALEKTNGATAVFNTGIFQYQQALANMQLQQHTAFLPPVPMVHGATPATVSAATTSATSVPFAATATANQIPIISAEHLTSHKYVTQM
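MBNL1-His + Biotin-(CUG)12, cpd titration 92 nM–58 uM; Tb anti-His Ab 0.055 ng/ul, SA-XL665 5 nM (final); 60 min RT; ratiometric 665/545 nm, Ex 340 nm; normalized to buffer and full-complex controls.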
uPA surface inh: qHTS for Inhibitors of Cell Surface uPA Generation. cell surface uPA generation assay, qHTS. Potency, µM (top dose mostly 38.3 µM), for the others: at the top dose activity change, negative = inhibition, hits mostly inhibitors. actives 0.31% (n = 330,000); active = well fitted inhibition curve with a large enough effect; inconclusive = small, poorly fitted or top-dose-only effect; inactive = no such curve, though single readings can be large or run the other way; tested in mouse RAW 264.7 cells; also: % is scaled to controls: 0 for no effect and ±100 for the full control effect; nearly all actives have a fitted effect of over 55% in size
FLuc counter: qHTS profiling assay for firefly luciferase inhibitor/activator using purifed enzyme and Km concentrations of substrates (counterscreen for miR-21 project). Luciferin 4-monooxygenase (Photinus pyralis), P08659. AID 588342, 2011. actives 6.9% (n = 360,000). purified FLuc, Km substrates, luminescence inhibition. Potency, µM (top dose mostly 57.5 µM), for inactives: at the highest dose activity change, negative = inhibition, actives largely listed as inhibitors;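 also: plate controls were vehicle for no effect and reference inhibitor for full effect; nearly all actives have a fitted effect of over 55% in size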
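Purified P. pyralis luciferase, 10 nM final, with Km-level 10 uM D-luciferin and 10 uM ATP in 50 mM Tris acetate pH 7.5, 10 mM Mg acetate, 0.01% Tween-20, 0.05% BSA; 6-point qHTS titration about 60 µM downward; luminescence read.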
BRCA1 expr up: qHTS Assay to Identify Small Molecule Activators of BRCA1 Expression; Potency, µM (titrated, usually from 46.1 µM), for inactives: at the highest dose activation, actives largely listed as activators; actives 1.1% (n = 380,000); MCF7-BRCA1-FFLuc reporter, luminescence, 48 h; response scale: scaled: vehicle 0%, 10 µM genistein 100%; also: nearly all actives have a fitted effect of over 80% in size; some results filed as inactive show a strong effect at the top dose
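MCF7 cells carrying a BRCA1-firefly luciferase reporter (2000 cells/well, phenol-red free MEM) were attached for 2 h at 37 °C, then given compounds for 48 h. Luminescence was read 15 min after luciferase reagent; activity normalized to genistein (10 microM) and DMSO.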
The depositor's hits bear a star; u = inconclusive; x = no result given; & = joins results of further samples; [ ] = dose if it differs, or a comment. Unless noted, calls follow the shape of the dose curve; as a rule, active = well fitted curve in the direction sought with a large enough effect; inconclusive = small, poorly fitted or top-dose-only effect, or another doubt; inactive = no such curve, though single readings can be large; an effect the other way counts as inactive or inconclusive. Potency is read from the fitted curve at half-maximal effect. This is a subset. The share of hits here may be higher or lower than overall.

SMILES | MLL CXXC-DNA inh | Gal4-VP16 FLuc | p53 reactivation | NPC1 promoter act | ELG1 genotoxic | RORg inh | Rab9 prom act | MBNL1-CUG inh | uPA surface inh | FLuc counter | BRCA1 expr up
CCOC(=O)C1=C(CSc2nccn2C)NC(=O)NC1c1cc(C)ccc1C (stereo not given) | 11% | 2% | -7% | -2% | -4% | -15% | -3% | -2% | x | 0% | 3%
CCc1nn2cc(-c3ccccc3)nc2s1 | 6% | x | -21% | 0.11µM* | x | 13%[0.365 µM] | 0.13µM* | -3% | -9% | 0.48µM* | u
CCOC(=O)Cn1nc2sc3ccccc3n2c(=O)c1=O | -2% | 1% | 7% | 2% | -1% | 25% | -1% | 0% | 2% | 7% | 1%
CCCCC(=O)Nc1ccc2c(c1)nc(CCNC(=O)c1ccco1)n2C | 10% | -10% | 7% | 4% | 11% | 11% | 19% | -9% | -2% | -12% | 41%
Cc1cccc(NC(=O)CN(c2ccc(C(C)C)cc2)S(=O)(=O)c2c(C)nn(C)c2C)n1 | -6% | 5% | -6% | -2% | -12% | -2% | -2% | -1% | -5% | 0% | -8%
CCOc1cccc(/C(O)=C2/C(=O)C(=O)N(CCOC)C2c2ccc(C)o2)c1 (stereo not given) | -14% | -6% | -4% | -2% | -4% | -4% | 2% | 7% | 1% | -2% | -9%
COc1ccccc1N1CCN(S(=O)(=O)c2cc3[nH]c(=O)c(=O)[nH]c3cc2C)CC1 | 3% | -4% | 0% | -3% | 2% | -6% | 0% | 1% | -1% | 2% | 0%
CCc1cccc(NC(=O)CCS(=O)(=O)c2ccc3c(c2)NC(=O)CO3)c1 | 1% | -2% | 10% | -1% | -1% | 17% | -5% | -6% | 6% | 4% | -8%
CC(=O)NN1C(=O)c2ccccc2NC1c1ccoc1 (stereo not given) | -1% | -4% | -1% | -1% | -2% | -6% | -1% | -1% | 13% | 5% | -4%
CCCCc1c(C)nc2ccc(C)cc2c1SCCC(=O)O | -19% | -11%[10 µM] | -2% | -2% | 0% | u | 16% | 1% | -6% | -11% | -11%
N#CC1=C(N)OC2=C(C(=O)CCC2)[C@]12C(=O)N(CC(N)=O)c1ccccc12 | 11% | 0% | u | 0% | -2% | 2% | 10% | 2% | 1% | -1% | 9%
Cc1cc(C)c(NC(=O)CSc2nc3c(c(=O)n2C)SC(C)C3)c(C)c1 (stereo not given) | 3% | u | 7% | -2% | 17% | u | -6% | -3% | 3% | 5% | -7%
Cc1cccc(C(=O)NCc2ccc(S(N)(=O)=O)cc2)c1[N+](=O)[O-] | -6% | -6% | -1% | 1% | 3% | 4%[10 µM] | -2% | x | 4% | -4% | 5%
Cc1cccc(N2CCN(C(=O)c3cccc(N4C(=O)C5CC=CC(C)C5C4=O)c3)CC2)c1C (stereo not given) | 11% | u | -5% | -1% | -10% | u | -3% | -3% | x | -1% | -1%
COc1ccc(-n2c(=O)cc(N3CCCCCC3)[nH]c2=O)cc1 | -1% | -12% | 22% | -5% | 2% | -3% | -7% | -9% | 3% | 1% | 18%
Cc1onc(-c2c(Cl)cccc2Cl)c1C(=O)NCC1CCCO1 (stereo not given) | 7% | x | -2% | 1% | 0% | -5%[0.365 µM] | -3% | -5% | 0% | -2% | 32%
CCN(CC)C(=O)C(Sc1ccccc1)c1ccccc1 (stereo not given) | 4% | 12% | -1% | -5% | -4% | 3% | 2% | -5% | 0% | 4%[2.3 µM] | 3%
Cc1cccc(-n2c3nc(=O)[nH]c(=O)c-3cc3c(C)nn(-c4ccccc4)c32)c1C | 3% | -13% | 4% | 0% | -1% | -9% | -3% | 19% | 1% | -1%&6% | -7%&-20%
C=CCC1(O)CC(c2ccco2)NC(c2ccco2)C1CCC (stereo not given) | -2% | -5% | -2% | -4% | -3% | -7% | -9% | 2% | 1% | -4% | -3%
COc1ccccc1NC(=O)CN1C(=O)NC(C)(C)C1=O | 11% | -1% | -7% | 0% | 0% | 3% | 1% | 1% | x | 2% | -9%

Some entries already given, showing only MBNL1-CUG inh and RORg inh:
| molecule | MBNL1-CUG inh | RORg inh |
| --- | --- | --- |
| CCCCc1c(C)nc2ccc(C)cc2c1SCCC(=O)O | 1% | u |
| N#CC1=C(N)OC2=C(C(=O)CCC2)[C@]12C(=O)N(CC(N)=O)c1ccccc12 | 2% | 2% |
| Cc1cc(C)c(NC(=O)CSc2nc3c(c(=O)n2C)SC(C)C3)c(C)c1 (stereo not given) | -3% | u |

Next section.
SMILES | MLL CXXC-DNA inh | Gal4-VP16 FLuc | p53 reactivation | NPC1 promoter act | ELG1 genotoxic | RORg inh | Rab9 prom act | MBNL1-CUG inh | uPA surface inh | FLuc counter | BRCA1 expr up
COC(=O)c1cc2n(n1)CCN(Cc1ccc(C)cc1)C2=O | -2% | 0% | 26% | -1% | x | 2% | 0% | -3% | 1% | 4% | -13%
CN1CCN(C(=O)CN(C)S(=O)(=O)c2cc(Cl)ccc2Cl)CC1 | -5% | 1% | 1% | 1% | 4% | -12% | 0% | -3% | 0% | 0% | -10%
O=C(NCc1ccccc1)C1CCCN1C(=O)Nc1ccccc1[N+](=O)[O-] (stereo not given) | 5% | 15% | x | -5% | 2% | u | 5% | u | 24% | -3% | -33%
CC(C)=C1C2CCC1C1C(=O)N(c3nc(-c4ccccc4)c(C)s3)C(=O)C21 (stereo not given) | 0% | -7% | -7% | 1% | -2% | 13% | -6% | -20% | -2% | -7% | -10%
COc1ccc(NC(=O)O/N=C/c2ccc(N(C)C)cc2)cc1 | 9% | -16% | u | 17% | 7% | -13% | 19% | 5% | 2% | 21µM* | 68%
Cc1cccc(NC(=O)Cc2noc3ccccc23)c1C | -5% | -7% | 28% | 1% | 5% | -5% | 12% | -7%[11.5 µM] | 1% | -15% | 93%
O=C1c2ccccc2C(=O)c2c1cccc2N1CCN(CCO)CC1 | 10% | -14% | -2% | 10% | u | -43% | 16% | u | x | u | 53%
CCNC(=O)CC1C(=O)N(c2ccc(C)cc2)C(=O)N1CCc1sccc1C (stereo not given) | 1% | -8% | -2% | 0% | 0% | -18% | -8% | 1% | 13% | 0% | -11%
COc1ccc(-n2nnnc2SCC(=O)c2cc3ccccc3o2)cc1 | 28% | 1% | -1% | -1% | 0% | 1%[10 µM] | -1% | 38%[activator] | -2% | 0% | 1%
O=c1c2c(nc3cc(-c4ccccc4Cl)[nH]n13)CCS2 | -11% | u | 12% | u | u | u | 3.5µM* | 2% | -7% | 8.5µM* | u
CSc1cc(C)[nH]c(=O)n1 | 1% | -3% | -1% | 2% | 3% | 1% | -7% | -1% | 7% | 3% | 13%
O=C(CCS(=O)(=O)Cc1ccccc1)NCC1CCCO1 (stereo not given) | 3% | 2% | -5% | 1% | 0% | -22% | -4% | -6% | 11% | -2% | 4%
O=C(c1cn(-c2ccccc2)nc1-c1cc2ccccc2oc1=O)N1CCOCC1 | -14% | 7%[10 µM] | 8% | -1% | -6% | -6% | -14% | 8% | 6% | 0% | -9%

Shown as tab-separated lines: part of the list above.
compound	MLL CXXC-DNA inh	Gal4-VP16 FLuc	p53 reactivation	NPC1 promoter act	ELG1 genotoxic	RORg inh	Rab9 prom act	MBNL1-CUG inh	uPA surface inh	FLuc counter	BRCA1 expr up
O=C(CCS(=O)(=O)Cc1ccccc1)NCC1CCCO1 (stereo not given)	3%	2%	-5%	1%	0%	-22%	-4%	-6%	11%	-2%	4%
O=C(c1cn(-c2ccccc2)nc1-c1cc2ccccc2oc1=O)N1CCOCC1	-14%	7%[10 µM]	8%	-1%	-6%	-6%	-14%	8%	6%	0%	-9%
